Compound activity from PubChem BioAssay.
BCR signal inh: blocks chronic active B-cell receptor signaling. Potency, µM (highest dose often 46.1 µM), for inactives: at the top dose ratio change, negative = lower green/red ratio, actives largely listed as inhibitors. hit rate 0.05% among 340,000. AID 493014. ABC-DLBCL IkBa-CBG/CBR reporter, luminescence ratio, 4 h; active = well fitted inhibition curve with a large enough effect in the signal ratio, with a control signal flat, not every such curve was filed as active; inconclusive = small, poorly fitted or top-dose-only effect, or effect the other way, or a change in a side signal; the % refers to the signal ratio;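 also: plate controls were basal doxycycline-induced cells for no effect and cells given 10 µM MG132 for full effect; MG132 reads +100%, hits lower the ratio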
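Concentration-response series (up to 46 uM) were applied to TMD8 dual-reporter cells for 4 h at 37C with doxycycline. Green/red ratio, after filter-overlap correction, defined %Activity; red signal alone was normalised to basal cells and zero luminescence.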
* hit, by the source's call; ? = inconclusive. Potency is read from the fitted curve at half-maximal effect.

SMILES | BCR signal inh
Cc1ccc(C(=O)COC(=O)C(Cc2c[nH]c3ccccc23)NC(=O)c2ccc(Br)cc2)cc1 (centres undefined) | 0%
O=C(CSc1nc(=O)[nH]c2c1CCCC2)Nc1ccc(Cl)c(Cl)c1 | 6%
CCOC(=O)c1c(C)[nH]c(C)c1S(=O)(=O)N1CCC(C(=O)N2CCN(c3cc(C)ccc3C)CC2)CC1 | -5%
CCOc1ccc(N2CC(NC(=O)C(=O)c3c[nH]c4ccccc34)CC2=O)cc1 (centres undefined) | ?
COc1cccc(C2C(C(=O)Nc3ccccc3)=C(C)Nc3nnnn32)c1OC (centres undefined) | ?
Cc1ccc(C2=CC(c3c(F)cccc3Cl)n3ncnc3N2)cc1C (centres undefined) | ?
COc1ccc(-c2nc3scc(CCNS(=O)(=O)c4ccccc4F)n3n2)cc1 | 4%
CCN(Cc1ccccc1)S(=O)(=O)c1ccc(F)c(C(=O)Nc2cc(C)ccc2OC)c1 | 8%
CC(C)(C)c1ccc(C(=O)NCC(c2ccco2)S(=O)(=O)c2ccc(F)cc2)cc1 (centres undefined) | -7%
COc1ccc(-c2cc(C(=O)NCc3ccc(C)cc3)c3cc(C(C)C)ccc3n2)cc1 | -1%
CCOc1ccccc1Nc1nnc(-c2cc3cc(OC)ccc3oc2=O)s1 | ?
CCOC(=O)c1cc(-c2ccccc2)n(-c2cccc(C(=O)NC(C)(C)C)c2)c1C | -20%
Cc1cccc(N2CCN(C(=O)c3ccc4c(c3)N(Cc3cccc(Cl)c3)C(=O)c3ccccc3S4=O)CC2)c1C (centres undefined) | 13%
COc1ccc(NC(=O)c2c(NCc3sccc3C)sc3c2CCCCC3)c(OC)c1 | ?
COc1ccc(-c2nc3sc(CCNC(=O)Cc4ccc(Cl)cc4)c(C)n3n2)cc1 | ?
COc1ccccc1Nc1ncnc2c1nc1n2CCCC1 | ?
CCCS(=O)(=O)N1CCC(C(=O)NCCOC)CC1 | -3%
COCCCn1c(SCc2cccc(Cl)c2)nc2c(sc3ccccc32)c1=O | -1%
Cc1cccc(NC(=O)CSc2nc(-c3ccccc3)cc(=O)[nH]2)c1C | -5%
COc1ccc(C2C(=O)N(C3CCCCC3)CC(=O)N2CCc2ccc(OC)c(OC)c2)cc1 (centres undefined) | -2%
CCCCN1C(=O)CN(C2CCCCCC2)C(=O)C1c1ccc(OC(C)C)c(OC)c1 (centres undefined) | -5%
CCOc1cc(-c2nnc(SCC(=O)NC3CCCCC3)nc2-c2ccc(OC)c(OCC)c2)ccc1OC | ?
CCOc1cc(C(=O)N2CCC(c3ccncc3)CC2)cc(OCC)c1OCC | ?
Cc1ccc(N2CC(NC(=O)c3ccc(S(=O)(=O)N4CCCC4)cc3)CC2=O)cc1 (centres undefined) | -12%
CC(=O)c1cc(-c2ccccc2)n(CCC(=O)Nc2cc(C)cc(C)c2)c1C | -5%
CCOC(=O)c1c(C)oc2ccc(N(C(=O)c3ccncc3)S(=O)(=O)c3ccc(Br)cc3)cc12 | ?
CCC(=O)Nc1sc2c(c1C(=O)Nc1ccccc1C)CCC(C)C2 (centres undefined) | ?
O=C(CCCc1ccccc1)NC1CC(=O)N(c2ccc(F)cc2)C1 (centres undefined) | 0%
COc1ccc(CCNC(=O)C(=O)NCC(c2ccco2)S(=O)(=O)c2cccs2)cc1 (centres undefined) | -1%
Cc1ccccc1Nc1nn2c(=O)c3ccc(C(=O)NCc4ccccc4)cc3nc2s1 | ?
Cc1cccc(-c2nc(CSCC(=O)N3CCN(c4cccc(C)c4C)CC3)c(C)o2)c1 | -1%
COc1ccccc1CNC(=O)CN(c1ccccc1OC)S(C)(=O)=O | -27%
CCOc1ccc(C(=O)NCC(c2cccs2)S(=O)(=O)c2ccccc2)cc1 (centres undefined) | ?
CCc1cccc(C)c1NC(=O)c1cc(S(=O)(=O)NCc2ccccc2Cl)ccc1F | 0%
O=C(NC1CC(=O)N(c2ccc(Cl)cc2)C1)C1CCCCC1 (centres undefined) | 4%
O=C(O)c1ccc2c(c1)N(Cc1ccc(F)cc1)C(=O)c1ccccc1S2=O (centres undefined) | -10%
Cc1ccc(CNC(=O)c2c[nH]c3ccc(S(=O)(=O)Nc4ccc(C(C)C)cc4)cc3c2=O)cc1 | ?
CCNc1ncnc2c1nnn2C | 22%
CCCC(=O)C1=C(c2ccc(C)cc2)N(C(=O)CCC)n2cnnc2S1 | 20µM*
COc1ccc2sc(N(Cc3cccnc3)C(=O)c3ccco3)nc2c1 | ?

Quoted from the listing.
BCR signal inh result of O=C(NC1CC(=O)N(c2ccc(Cl)cc2)C1)C1CCCCC1 (centres undefined) : 4%
BCR signal inh result of CCNc1ncnc2c1nnn2C : 22%
BCR signal inh result of CCCC(=O)C1=C(c2ccc(C)cc2)N(C(=O)CCC)n2cnnc2S1 : 20µM*

Further structures follow.
SMILES | BCR signal inh
CCOC(=O)CSC1=Nc2ccccc2C2=NC(CCC(=O)NCc3ccccc3)C(=O)N12 (centres undefined) | 10%
CCN(CC)C(=O)Cn1c(=O)n(-c2ccc(C)c(C)c2)c(=O)c2c(C)c(C(=O)N(CC)CC)sc21 | -6%
COc1ccc2nc(N(Cc3cccnc3)C(=O)CCc3ccccc3)sc2c1 | ?
Cc1cccc(NC(=O)c2cc(S(=O)(=O)NCCc3ccccc3)ccc2F)c1C | -13%
COc1cccc(CNc2sc3c(c2C(=O)Nc2ccc(OC)cc2OC)CCC3)c1 | -3%
CCOC(=O)CC(=O)CSc1nc2ccsc2c(=O)n1Cc1ccccc1 | ?
NC(=O)c1c(NC(=O)CS(=O)(=O)c2ccc(Cl)cc2)sc2c1CCCC2 | -5%
COC(=O)c1cc(NC(=O)c2ccc3c(c2)N(Cc2cccc(Cl)c2)C(=O)c2ccccc2S3=O)cc(C(=O)OC)c1 (centres undefined) | -6%
CCOC(=O)c1ccc(Nc2c(-c3ccc(O)c(OC)c3)nc3nc[nH]n23)cc1 | -13%
Oc1c(C(c2ccc(Cl)cc2Cl)N2CCN(c3ccccc3)CC2)sc2nc(-c3ccco3)nn12 (centres undefined) | -8%

Next part, overlapping the part above by 3 compounds.
SMILES | BCR signal inh
COC(=O)c1cc(NC(=O)c2ccc3c(c2)N(Cc2cccc(Cl)c2)C(=O)c2ccccc2S3=O)cc(C(=O)OC)c1 (centres undefined) | -6%
CCOC(=O)c1ccc(Nc2c(-c3ccc(O)c(OC)c3)nc3nc[nH]n23)cc1 | -13%
Oc1c(C(c2ccc(Cl)cc2Cl)N2CCN(c3ccccc3)CC2)sc2nc(-c3ccco3)nn12 (centres undefined) | -8%
Cc1ccccc1C(=O)NCc1ccc2c(c1)CCN2C(=O)c1ccc(F)cc1 | 9%
CC(=O)CSc1nnc2[nH]c(=O)cc(N)n12 | 5%
Cc1ccc(C)c(N2C(=O)N(Cc3ccccc3C)c3ccccc3S2(=O)=O)c1 | ?
O=C(CC1N=C2c3ccccc3N=C(SCc3cccc(F)c3)N2C1=O)NC1CCCCC1 (centres undefined) | 17%
CCOc1ccc(NC(=O)c2ccc(F)c(S(=O)(=O)N(CC)Cc3ccccc3)c2)cc1 | 18%
CCN1CCc2c(sc(NC(=O)c3ccc(S(=O)(=O)N4CCCC(C)C4)cc3)c2C(=O)OC)C1 (centres undefined) | ?
CCOC(=O)C1=C(CN2CCN(c3ccc(Cl)cc3)CC2)NC(=O)NC1c1ccc(OC)cc1 (centres undefined) | -13%
CCOc1ccc(CCNC(=O)CN2C(=O)C(CC)Oc3ccccc32)cc1OCC (centres undefined) | -6%
Cc1ccccc1CSc1nc2nc(C)c(Cc3ccccc3)c(C)n2n1 | ?
COc1ccccc1NC(=O)CCn1cnc2onc(-c3ccc(F)cc3)c2c1=O | 1%
Cc1ccc(NS(=O)(=O)c2cc(Br)cc3c2N(C(=O)C2CC2)CC3)cc1C | ?
O=C(Nc1ccc(Br)cc1F)c1cc(S(=O)(=O)NC2CCCC2)ccc1F | -3%
CCCCCNC(=O)c1ccc2c(c1)ncn2-c1cccc(C)c1 | -2%
O=C(NCCC1=CCCCC1)c1ccc2c(c1)N(Cc1cccc(Cl)c1)C(=O)c1ccccc1S2(=O)=O | ?
CCOc1cc2[nH]c(=O)n(CCCCCC(=O)NC(C)CC)c(=O)c2cc1OCC (centres undefined) | 21%
Cc1c(Cl)cccc1NC(=O)CSc1nc(=O)[nH]c2c1CCCC2 | 7%
Cc1cc(=O)[nH]c2nnc(SCCC(C)C)n12 | 18%
CCOC(=O)c1cc(-c2ccccc2)n(CCC(=O)Nc2cc(C)cc(C)c2)c1C | -2%
CCCCn1c(SCC(=O)Nc2cccc(OC)c2)nc2c(sc3ccccc32)c1=O | -26%
CC(=O)c1ccc(NC(=O)CSc2nnc3ccc(-c4ccc(Br)cc4)nn23)cc1 | ?
COc1ccc2nc(N(Cc3cccnc3)C(=O)c3ccco3)sc2c1 | -5%
COc1ccc(N2CC(NC(=O)C3CCCC3)CC2=O)cc1 (centres undefined) | ?
Cc1cccc(NC(c2cccc(F)c2)c2ccc3ccc(C)nc3c2O)n1 (centres undefined) | ?
CCc1ccc(OCC2c3cc(OC)c(OC)cc3CCN2C(=O)COc2ccccc2)cc1 (centres undefined) | ?
COc1cccc(CNC(=O)c2ccc(CNS(=O)(=O)c3ccc(C)cc3)cc2)c1 | -1%
CCOC(=O)c1ccc(CN(Cc2ccc(F)cc2)S(=O)(=O)c2ccc(F)c(C(=O)Nc3ccc(Cl)cc3F)c2)cc1 | 0%
COc1ccc(C(=O)Nc2ccc(N3CCN(c4ccccc4)CC3)c(C(=O)O)c2)cc1 | ?
O=C(CCSCc1cccc(F)c1)NCc1ccccc1 | 10%
CCOC(=O)c1cc(-c2ccccc2)n(CCC(=O)Nc2cc(OCC)ccc2OCC)c1C | ?
CC(C)c1ccc(NC(=O)CSC2=Nc3ccccc3C3=NC(CCC(=O)NCc4ccc(F)cc4)C(=O)N23)cc1 (centres undefined) | -2%
Cc1ccc2nc(N(Cc3cccnc3)C(=O)c3ccco3)sc2c1 | 1%
Cc1ccc(C2C=C(c3ccccc3)Nc3nc(NS(=O)(=O)c4ccc(C)cc4)nn32)cc1 (centres undefined) | -1%
CCOc1ccc2nc(N(Cc3cccnc3)C(=O)C3CCCCC3)sc2c1 | 1%
CCc1ccccc1NC(=O)CSc1nc2n[nH]c(C)c2c(=N)n1-c1cccc(C)c1 | ?
COc1ccccc1-n1c(=O)c2c3c(sc2n(C)c1=O)CN(C(C)=O)CC3 | ?
COc1ccccc1CNC(=O)CCC1N=C2c3ccccc3N=C(SCc3ccc(C)cc3)N2C1=O (centres undefined) | ?
CC1CCCCN1CCCNC(=O)c1cc(Sc2cccc(Cl)c2)nc2ccccc12 (centres undefined) | -4%
Cc1cnc2c(c1SCC(=O)NCc1ccc(F)cc1)c(=O)n(C)c(=O)n2C | 0%
CCc1cccc(NC(=O)CN2C=NS(=O)(=O)c3ccccc32)c1 | ?
COc1ccc(NC(=O)CSc2nnc(NC(=O)Nc3ccccc3)s2)cc1OC | ?
COc1ccc(CCNC(=O)c2cc(=O)[nH]c3ccc(S(=O)(=O)N4CCCCC4C)cc23)cc1OC (centres undefined) | ?
COC(=O)c1ccc2c(=O)n(CCCCCC(=O)N3CCN(c4ccc(Cl)cc4)CC3)c(=O)[nH]c2c1 | 8%
O=C(Nc1ccc(Cl)cc1Cl)c1cc(S(=O)(=O)N2CCCCCC2)ccc1F | ?
COc1ccccc1NC(=O)N1CCN(c2nnc(C)c3c(C)n(-c4ccccc4)nc23)CC1 | ?
Cc1c(Cl)cccc1NC(=O)c1oc2ccc(S(=O)(=O)N3CCC4(CC3)OCCO4)cc2c1C | -17%
CCCCn1c(SCc2ccccc2C)nc2ccsc2c1=O | 8%
COc1ccc(-c2nc3sc(CCNC(=O)c4ccccc4C)c(C)n3n2)cc1 | 4%
COc1ccc(C2=NN(CCC(=O)NCCc3ccccc3)C(=O)CC2)cc1 | 3%
Cc1ccc(NC(=O)c2ccc(F)c(S(=O)(=O)NCCc3ccccc3)c2)cc1F | ?
COc1ccc(CNC(=O)CN2N=C(c3ccccc3)CCC2=O)c(OC)c1 | -5%

(continued)
SMILES | BCR signal inh
Cc1ccc(NC(=O)C2(c3cccs3)CCOCC2)cc1Cl | 7%
CC1CCN(S(=O)(=O)c2ccc3c(c2)CCN3)CC1 | -2%
COc1cc(NC(=O)Cc2c(C(=O)O)c(C)cn2C)cc(OC)c1 | -4%
CC(C)OC(=O)c1c(NC(=O)c2cc3nc(-c4ccccc4)cc(C(F)(F)F)n3n2)sc2c1CCCC2 | 5%
O=C(Nc1ccc(N2CCC(c3ccccc3)C2)c(C(=O)O)c1)c1ccc(Cl)cc1 (centres undefined) | ?
Cc1ccc(CNC(=O)c2cc(-c3ccc(C)cc3)nc3n[nH]c(-c4cccc([N+](=O)[O-])c4)c23)cc1 | 1%
CCOc1ccc(CC(=O)NCc2ccc3c(c2)CCN3C(=O)c2ccccc2)cc1OCC | 0%
Cc1cc(=O)[nH]c2nnc(SCc3c(F)cccc3Cl)n12 | ?
Cn1c(SCC(=O)N2CCCc3ccccc32)ncc(C(=O)Nc2ccccc2)c1=O | ?
COc1ccc(C(=O)CN2C(=O)N(c3cc(C)cc(C)c3)S(=O)(=O)c3ccccc32)cc1 | 5%
Cc1ccc(-c2nc3sc(CCNC(=O)c4ccc(C)c(C)c4)c(C)n3n2)cc1 | -1%
Cc1ccc(S(=O)(=O)C(CNS(=O)(=O)c2cc(F)ccc2F)c2cccs2)cc1 (centres undefined) | ?
COc1ccc(S(=O)(=O)NCCc2csc3nc(-c4ccccc4)nn23)cc1OC | ?

This is a subset; count on the stated rates, not on these rows.
